# From PubChem
# NCI-60 one-dose screen, 48 h, at 10 µM unless noted. Numbers give growth in % (100 = growth as untreated, 0 = no growth, -100 = all killed).
# CAKI-1 = CAKI-1 renal cancer; hit rate 4.7% among 75,000
# UO-31 = UO-31 renal cancer; AID 1794768; hit rate 5.2% among 81,000
# SN12C = SN12C renal cancer cells. hit rate 3.8% among 81,000
# 786-0 = 786-0 renal cancer cells. hit rate 5.1% among 81,000. AID 1794775
# SF-295 = SF-295 CNS cancer cells; AID 1794758; hit rate 5.6% among 79,000
# TK-10 = TK-10 renal cancer cells; AID 1794769; hit rate 3.9% among 81,000
# SF-268 = SF-268 CNS cancer cells; AID 1794759; hit rate 3.1% among 82,000
# U251 = U251 CNS tumor cells; hit rate 5.4% among 80,000; AID 1794753
# An asterisk follows results filed as active; . = not tested or not shown; & = joins results of further samples. The calls were made as follows: active = growth percent below 10; inactive = the rest. This is a random part of the collection. About 9.2% of those tested had a hit in this group.
SMILES,CAKI-1,UO-31,SN12C,786-0,SF-295,TK-10,SF-268,U251
COc1ccc(C(=O)c2ccc([N+](=O)[O-])cc2)c(OC)c1OC,98,89,102,116,116,101,103,100
CCOC(=O)c1cc(C(=O)c2cc(OC)c(OC)c(OC)c2)n2c1ccc1ccccc12,27,32,25,.,22,81,50,49
N#C/C(=C\c1ccccn1)c1cc2ccccc2[nH]1,71,70,81,107,81,104,83,87
Cc1c(OCC(F)(F)F)ccnc1CNc1ccc(C2=CC(c3ccc(O)cc3)N=C(N)N2)cc1 (stereo not given),97,90,96,87,96,78,104,93
COc1ccc(-c2nn(-c3cccc(Cl)c3)cc2/C=C2\NC(=S)N(c3ccc(Cl)cc3)C2=O)cc1,.,54,20,47,.,28,38,.
O=C(CSc1nc2ccccc2c(=O)n1-c1ccccc1)N/N=C/c1ccc(Oc2ccc(Br)cc2)cc1,71,91,41,46,84,101,84,21
CNCCC(Oc1ccc(C(F)(F)F)cc1)c1ccccc1 (stereo not given),76,66,91,73,94,97,95,86
Nc1cccc(OCCOc2cccc([N+](=O)[O-])c2)c1,74,61,90,89,97,79,87,.
CCOC(=O)/C(C)=C\c1ccccc1,105,84,112,115,115,106,113,107
COc1ccc(C2(CO)OC(CO)C(O)C2O)cc1 (stereo not given),104,87,95,101,102,106,104,104
CCn1c2ccc(Br)cc2c2c3c(c4c5ccccc5ccc4c21)C(=O)N(O)C3=O,96,66,101,109,100,138,95,103
Cc1c(C(=O)Nc2nc3ccccc3s2)cnn1-c1ccccc1Br,113,94,106,92,101,114,116,82
N#CC1(C#N)C(/C=C/c2ccco2)OC23CCCCC2C1(C#N)C(=N)O3 (stereo not given),99,86,94,104,99,103,98,102
Cc1[nH]c2ncnc(Nc3ccc(NC(=O)Nc4cccc(Cl)c4)c(F)c3)c2c1C,99,88,104,106,91,126,106,95
CCc1ccccc1-n1c(=O)c(C#N)c(-c2ccc(O)cc2)c2c(=N)n(-c3ccc(OC)cc3)cnc21,92,89,113,110,100,126,99,111
COc1cc(/C=C/C(=O)/C=C(O)/C=C/c2ccc(OC(C)=O)c(OC)c2)ccc1OC(C)=O,74,63,86,98,100,125,75,85
COc1ccc(/C(C#N)=C/c2ccc(N(C)CCC#N)cc2)cc1,85,58,87,90,74,95,92,67
CC(C(=O)O)N1C(=O)/C(=C/c2ccc(O)c(O)c2)SC1=S (stereo not given),94,91,100,95,101,.,102,102
COc1ccc2c(c1)C(C)Cc1c(Cl)ncnc1N2C (stereo not given),2.4*,17,-0.6*,7.8*,15,13,11,16
O=C(O)CCCCCCCCCCCCC(=O)O,106,79,98,102,.,108,101,.
O=C(c1ccccc1)C(Nc1cccc([N+](=O)[O-])c1)c1ccccc1 (stereo not given),77,61,77,88,100,104,95,91
Nc1ccn(C2CCCCO2)c(=O)n1 (stereo not given),103,77,99,107,112,95,105,105
OCCn1cc(-c2nc(-c3c[nH]c4ncccc34)cs2)c2cc(F)ccc21,71,39,80,82,72,62,77,63
COc1ccc(C(=O)NCc2ccc(C(=O)O)cc2)cc1Nc1ccnc(C(F)(F)F)c1,95,83,105,98,100,108,96,.
CC(C)(C)c1ccc(C(=O)Nc2nc3ccc(O)cc3s2)cc1,15,26,53,2.0*,3.4*,75,56,59

# (continued)
SMILES,CAKI-1,UO-31,SN12C,786-0,SF-295,TK-10,SF-268,U251
O=C(O)c1ccc(-c2nn(-c3ccc(C(F)(F)F)cc3)cc2/C=N/Nc2cccc(F)c2)cc1,76,73,73,97,80,108,78,66
O=C(/C=C/c1cn(-c2ccccc2)nc1-c1ccc(Cl)cc1)NNC(=O)Nc1ccc(Cl)cc1,90,75,100,100,98,103,99,97
O=C1Nc2ccccc2/C1=C/c1c(-c2ccccc2)nc2ncccn12,91,62,100,96,100,119,107,97
c1ccc(-n2ncc3cccnc32)cc1,91,75,94,99,95,125,91,103
ClCc1ccccc1CSc1ncnc2c1ncn2Cc1ccccc1CCl,95,87,92,102,115,107,81,85
CCC1(CC)COC(c2ccc(C)cc2)OC1,101,93,93,100,94,96,101,103
COc1cccc2cc(-c3cc4ccccc4[nH]3)/c(=N/C(=O)Nc3ccccc3)oc12,79,62,93,89,100,135,97,97
CC(=O)Oc1[nH]c(=O)c2cccc3c2c1CCC3,100,95,103,108,117,130,.,108
COc1ccc(OCC(=O)O)cc1,107,91&105,111&97,98&101,95&104,100&97,99&107,103&95
O=C(c1ccccc1)C(c1c[nH]c2ccccc12)c1c[nH]c2ccccc12,32,45,49,79,85,142,60,60
CCCCCCc1cn(C(C)c2ccc(OC)c(OC3CCCCC3)c2)nn1 (stereo not given),70,73,93,92,75,99,101,94
C/C(=C/CCC(C)[C@@H]1CC[C@]2(C)C3=C(CC[C@@]12C)[C@@]1(C)CCC(=O)C(C)(C)[C@@H]1CC3)C(=O)O (stereo not given in full),-93*,-95*,-78*,-92*,-91*,-86*,-92*,.
C[C@]12CCc3c(ccc4cc(O)ccc34)[C@@H]1C[C@H](O)[C@@H]2O,77,85,93,111,95,110,103,101
N[C@@H](Cc1cc(I)c(Oc2cc(I)c(O)c(I)c2)c(I)c1)C(=O)O,66,76,55,85,74,54,48,.
O=C(/C=C1\C=CN(CCCCCCF)c2ccccc21)n1ccc2ccccc21,87,71,91,111,95,115,100,99
C=C1C(=O)O[C@H]2[C@H]1CC/C(Cn1cc(Cn3ccc4ccccc43)nn1)=C\CC[C@@]1(C)O[C@@H]21,18,-77*,40,-20*,76,17,40,49
CCOC(=O)CSc1nc2ccccc2c(=O)n1-c1cc(C)ccc1Cl,.,86,102,98,97,94,97,100
CN1CCN(c2nc(-c3cnc4ccccc4n3)cc3ccccc23)CC1,64,63,73,56,90,100,71,68
Brc1cnc2ccccc2c1,98,78,98,109,101,102,97,103
COc1cccc(F)c1,97,85,112,96,105,119,108,111
NC(=O)c1ccc(NC(=O)c2cc3ccccc3o2)cc1,96,102,96,98,104,149,100,101
O=S(=O)(Nc1ccc(Cl)cc1Cl)c1ccc(-c2cnc(C3CC3)o2)cc1,39,54,51,41,1.4*,48,54,.
O=C(Cc1ccccc1[N+](=O)[O-])NCC(=O)c1ccc2c(c1)OCO2,99,70,101,103,102,103,103,.
O=C(/C=C/c1ccccc1Br)c1cccc(OCCCOc2cccc(C(=O)/C=C/c3ccccc3Br)c2)c1,98,94,95,127,105,116,103,101
COc1ccc(-c2cc3c(ncn4nc(-c5ccccc5)nc34)o2)cc1,89,80,104,109,110,165,97,108

# (more compounds)
SMILES,CAKI-1,UO-31,SN12C,786-0,SF-295,TK-10,SF-268,U251
N#Cc1c(Nc2ccc(O[C@H]3CO[C@H]4[C@@H]3OC[C@@H]4O)c(Cl)c2)c2ccccc2n(Cc2ccccc2)c1=O,97,87,98,101,107,99,91,105
COc1cccc(-c2cc(-c3cc4ccccc4oc3=O)nc(N)n2)c1,111,56,99,101,125,74,101,110
CCC(C)C1C(=O)N(S(=O)(=O)c2ccc(NC(C)=O)cc2)C=CN1S(=O)(=O)c1ccc(C)cc1 (stereo not given),49,65,94,91,84,101,88,80
CC(=O)c1nc2ccccc2n1CCNC(N)=O,105,79,90,95,127,.,72,70
CN1CCN(CCNC(=O)c2cccc(CN3c4cccc5c4C(=Cc4cccnc43)N(C)C5=O)c2)CC1,8.8*,14,43,50,43,25,59,48
C=C1CCC(C(C)C)[C@@H]2[C@H]1[C@H]1CC(=C)[C@]3(O)CC[C@@](C)(O3)[C@@H]2O1 (stereo not given in full),86,58,89,92,96,97,92,88
C#CCOc1ccc(/C=N/Nc2nc(-c3cc4cc(Br)ccc4oc3=O)cs2)cc1OC,68,90,73,51,24,102,60,13
CCCCC(N)(C(=O)O)C1CCCC1 (stereo not given),93,91,96,96,99,104,107,91
CC(C)c1ccc(C2=C/C(=C\c3ccc(F)cc3)C(=O)N2CCc2ccc(S(N)(=O)=O)cc2)cc1,94,86,106,100,96,106,99,101
N#C/C(=C\c1ccc(-c2ccc(Cl)c(Cl)c2)o1)c1ccccc1,71,76,85,97,70,158,99,95
CC(C)c1ccc(C2OCC(C)([N+](=O)[O-])CO2)cc1 (stereo not given),106,94,105,104,106,116,104,101
Cc1ccc(/C(=N/c2sc(-c3ccccc3)nc2-c2ccccc2)N2CCN(c3ccccc3)CC2)cc1,102,106,110,103,110,103,104,103
CCCCN(CCCC)CCOc1c[nH]c(=O)[nH]c1=O,.,94,110,102,97,91,100,102
O=S(=O)(Nc1nccs1)c1ccccc1,.,89,99,97,101,89,98,100
CCCCn1c(N)c(N(CC)C(=O)COc2ccc(C)c(C)c2)c(=O)[nH]c1=O,106,73,93,95,107,137,105,98
Cc1cccc2sc(/N=C(\N)C(Cl)(Cl)Cl)nc12,85,90,110,94,94,.,94,95
Oc1ccc(Nc2ccnc3cc(Cl)ccc23)cc1CN1CCCC1,71,51,74,79,85,71,75,61
COc1ccc(-c2nc3ncccn3c2-c2nnc(-c3ccc(F)cc3)o2)cc1,100,79,91,101,97,113,.,106
CC/C(=C(/CC)c1ccc(OP(=O)(O)O)cc1)c1ccc(OP(=O)(O)O)cc1,88,81,104,105,96,101,90,100
C[C@]12C=CC(=O)C=C1CCC1C3C[C@@H](O)[C@](O)(C(=O)CO)[C@@]3(C)C[C@H](O)[C@@]12F (stereo not given in full),85,80,58,105,123,121,110,109
CCOC(=O)c1csc2ncc(-c3ccc(C)cc3)n12,97,80,96,98,103,120,101,99
Cc1cccc(C(=O)c2cccc(Cl)c2)c1O,107,80,100,109,99,103,94,105
CC(=O)Nc1ccc(N=Nc2c(S(=O)(=O)O)cc3cc(S(=O)(=O)O)cc(OC(=O)c4ccc(N)cc4)c3c2O)cc1,.,91,99,108,95,115,98,105
CCOC(=O)c1cnnn1-c1cc(=O)[nH]c2ccc(OC)cc12,89,77,101,102,101,106,98,98

# Structures from the list above that contain a COOH group, in the order listed:
SMILES,CAKI-1,UO-31,SN12C,786-0,SF-295,TK-10,SF-268,U251
CC(C(=O)O)N1C(=O)/C(=C/c2ccc(O)c(O)c2)SC1=S (stereo not given),94,91,100,95,101,.,102,102
O=C(O)CCCCCCCCCCCCC(=O)O,106,79,98,102,.,108,101,.
COc1ccc(C(=O)NCc2ccc(C(=O)O)cc2)cc1Nc1ccnc(C(F)(F)F)c1,95,83,105,98,100,108,96,.
O=C(O)c1ccc(-c2nn(-c3ccc(C(F)(F)F)cc3)cc2/C=N/Nc2cccc(F)c2)cc1,76,73,73,97,80,108,78,66
COc1ccc(OCC(=O)O)cc1,107,91&105,111&97,98&101,95&104,100&97,99&107,103&95
C/C(=C/CCC(C)[C@@H]1CC[C@]2(C)C3=C(CC[C@@]12C)[C@@]1(C)CCC(=O)C(C)(C)[C@@H]1CC3)C(=O)O (stereo not given in full),-93*,-95*,-78*,-92*,-91*,-86*,-92*,.
N[C@@H](Cc1cc(I)c(Oc2cc(I)c(O)c(I)c2)c(I)c1)C(=O)O,66,76,55,85,74,54,48,.
CCCCC(N)(C(=O)O)C1CCCC1 (stereo not given),93,91,96,96,99,104,107,91

# Compound profiles, from the list above:
# Cc1ccc(/C(=N/c2sc(-c3ccccc3)nc2-c2ccccc2)N2CCN(c3ccccc3)CC2)cc1 is listed as CAKI-1 = 102; UO-31 = 106; SN12C = 110; 786-0 = 103; SF-295 = 110; TK-10 = 103; SF-268 = 104; U251 = 103
# C[C@]12C=CC(=O)C=C1CCC1C3C[C@@H](O)[C@](O)(C(=O)CO)[C@@]3(C)C[C@H](O)[C@@]12F (stereo not given in full) is listed as CAKI-1 = 85; UO-31 = 80; SN12C = 58; 786-0 = 105; SF-295 = 123; TK-10 = 121; SF-268 = 110; U251 = 109
